From PubChem BioAssay
PP5 primary: PP5 (human) phosphatase inhibition. P53041. inhibition, % at 6.7 µM. AID 1987. purified PP5c, OMFP substrate fluorescence. actives 0.18% (n = 320,000);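 active means inhibition above the campaign's mean inhibition across all tested compounds plus 3 SD, cut at about 9.5% in these data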;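 further: 0% = DMSO only and 100% = 100 µM cantharidin control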
Target sequence (P53041 whole entry, looked up): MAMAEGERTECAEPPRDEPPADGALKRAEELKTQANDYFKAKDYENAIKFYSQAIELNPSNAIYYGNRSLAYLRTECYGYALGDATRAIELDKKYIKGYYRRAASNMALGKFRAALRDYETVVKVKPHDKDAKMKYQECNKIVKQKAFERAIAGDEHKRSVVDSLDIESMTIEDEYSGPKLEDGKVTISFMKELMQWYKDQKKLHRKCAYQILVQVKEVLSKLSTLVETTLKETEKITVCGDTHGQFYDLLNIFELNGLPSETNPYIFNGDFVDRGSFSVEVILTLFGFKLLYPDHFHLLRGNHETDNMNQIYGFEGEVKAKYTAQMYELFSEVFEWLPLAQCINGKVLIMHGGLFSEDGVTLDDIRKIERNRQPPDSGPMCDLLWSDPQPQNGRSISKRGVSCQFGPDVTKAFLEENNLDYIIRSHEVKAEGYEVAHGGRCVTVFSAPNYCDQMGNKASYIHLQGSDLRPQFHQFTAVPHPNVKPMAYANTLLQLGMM
CTSL1 counter: cathepsin L1 inhibition, PFM18AAP counter-screen; actives 0.49% (n = 300,000); recombinant F. hepatica cathepsin L1, Z-Leu-Arg-MCA fluorescence; inhibition, % at 5.96 µM;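 active means inhibition above the mean of all tested compounds plus 3 SD, set per screening campaign, cut at about 17% in these data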;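 further: 0% = plate median of test compound wells and 100% = 1 µM Z-Phe-Ala-diazomethylketone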
EBNA-1 inhibitor: blocks EBNA-1 binding to DNA; EBNA-1 DNA binding, fluorescence polarization; actives 0.34% (n = 300,000); inhibition, % at 14.8 µM; in the data active means inhibition above about 28%
core dimer inh: HCV core protein dimerization inhibition; TR-FRET GST/Flag-core106 dimerization, 1536-well; inhibition, % at 5 µM; actives 0.33% (n = 300,000);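 active means inhibition above the mean of all tested compounds plus 3 SD, set per screening campaign, cut at about 45% in these data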
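Assay system: tagged HCV core106 pair (GST and Flag); medium: KF-containing HEPES buffer, pH 7.45, DTT, CHAPS, BSA; also added: Eu donor and XL665 acceptor anti-tag antibodies; dosing: 5 µM single dose; timing: compound-protein-antibody incubation 4 h at 22.5 °C; signal: TR-FRET 671 and 617 nm emission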
TPT1 inh: C. albicans TPT1 enzyme inhibition; recombinant caTPT1, FP RNA substrate dephosphorylation; inhibition, % at 5 µM; actives 0.81% (n = 300,000); AID 1962;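 active means inhibition above the mean of all tested compounds plus 3 SD, set per screening campaign, cut at about 24% in these data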;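 further: plate controls were DMSO alone for no effect and ferristatin control at 100 nM for full effect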
Yeast superoxide: caloric restriction mimetics inhibiting age-related superoxide in yeast | AID 2690 | actives 0.18% (n = 330,000) | S. cerevisiae aged cells, superoxide DHE fluorescence; hits give low values | superoxide response (% of plate mean), % at 10 µM;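 active means superoxide response under a set limit, about three screen SD below normal, cut at about 65% in these data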;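 further: yeast aged for seven days with compound at 30 °C before DHE staining; 100% = average MFI of all compound-treated wells on the plate with controls excluded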
ZTA counter: blocks Epstein-Barr virus ZTA, an EBNA-1 counter-screen; inhibition, % at 11 µM; actives 0.15% (n = 320,000); AID 2234; ZTA-DNA binding, fluorescence polarization; P03206; in the data active means inhibition above about 33%
Target sequence (P03206 whole entry, looked up): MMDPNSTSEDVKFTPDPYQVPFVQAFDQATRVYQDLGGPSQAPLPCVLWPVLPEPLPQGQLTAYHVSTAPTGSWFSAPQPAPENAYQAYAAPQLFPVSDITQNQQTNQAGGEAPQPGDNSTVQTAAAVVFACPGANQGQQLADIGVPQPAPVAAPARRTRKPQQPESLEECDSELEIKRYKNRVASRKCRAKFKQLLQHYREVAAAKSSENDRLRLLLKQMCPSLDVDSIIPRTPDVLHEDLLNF
JMJD2C inh: blocks human GASC-1 demethylase activity | Q9H3R0 | GST-JMJD2C(1-420) H3K9me3 demethylation, DELFIA europium | inhibition, % at 2.35 µM | actives 0.069% (n = 330,000);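 active means more than half of a compound's replicate wells show inhibition beyond 50%, single wells judged on their own value; inconclusive means some, but no more than half, of replicates pass 50% inhibition; inactive means no replicate passes 50% inhibition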;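 further: signal counts dimethyl H3K9 product captured on neutravidin plate; 0% = median of DMSO wells and 100% = 0.3 times that DMSO median; strong numbers were not always called active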
PP1 counter: counter-screen for PP5 inhibitors: inhibitors of human PP1-alpha; actives 0.9% (n = 320,000); inhibition, % at 6.7 µM; purified PP1alpha, OMFP fluorescence; P62136;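 active means inhibition above the mean inhibition of all tested compounds plus 3 SD, computed separately for each screening campaign, cut at about 15% in these data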
Target sequence (P62136 whole entry, looked up): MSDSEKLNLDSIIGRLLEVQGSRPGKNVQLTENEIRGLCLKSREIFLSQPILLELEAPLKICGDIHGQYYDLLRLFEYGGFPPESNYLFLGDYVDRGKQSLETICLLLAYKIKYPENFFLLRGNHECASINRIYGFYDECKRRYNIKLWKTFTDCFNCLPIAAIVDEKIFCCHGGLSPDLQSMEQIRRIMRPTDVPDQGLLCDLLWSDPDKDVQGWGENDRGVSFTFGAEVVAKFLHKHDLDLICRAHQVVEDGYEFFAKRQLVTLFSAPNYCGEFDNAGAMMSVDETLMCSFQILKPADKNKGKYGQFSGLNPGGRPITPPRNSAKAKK
* = called active by the depositor; u = inconclusive; x = not tested or not shown.

mol | PP5 primary | CTSL1 counter | EBNA-1 inhibitor | core dimer inh | TPT1 inh | Yeast superoxide | ZTA counter | JMJD2C inh | PP1 counter
NNc1nnc(-c2ccccc2)c(-c2ccccc2)n1 | 1.5 | 1 | 5 | 4 | 5 | 113 | -9 | -8 | 3
CN(C)S(=O)(=O)N1CCC(Oc2ccc(C(=O)NCC(C)(C)CO)cc2)CC1 | -0.4 | 3 | -7 | -1 | -1 | 96 | -3 | -8 | 3
CCOC(=O)CCNC(=O)N1CCCC(N(C)CCc2ccccc2)C1 (configuration not stated) | 0.2 | 3 | -2 | 0 | -2 | 98 | -11 | 14 | -3
COC(=O)c1ccc(/C=N/NC(=O)c2cccc(F)c2)cc1 | -0.8 | -2 | 2 | 0 | 3 | 93 | -6 | 5 | -3
CCN(C(=O)CSc1ncnc2c1cnn2-c1ccccc1)C1CCS(=O)(=O)C1 (configuration not stated) | -1.1 | -1 | -15 | -1 | 2 | 114 | 1 | 0 | -4
CCc1cccc(NC(=O)Cc2ccc([N+](=O)[O-])cc2)c1 | 2.5 | -4 | 3 | 1 | 1 | 105 | -2 | -4 | -2
COc1ccc(-c2nn(-c3ccccc3C)cc2CNCc2cccnc2)cc1F | 0.6 | 1 | -8 | -3 | -3 | 95 | -4 | -1 | 0
Cn1nc(C(=O)N2CCN(c3ccc(Cl)cc3)CC2)c2c1-c1ccccc1S(=O)(=O)C2 | 1.6 | 6 | -9 | 5 | -2 | 117 | -12 | -13 | 1
COCCn1c(C)cc(C(=O)CSc2nc3ccccc3s2)c1C | 3.3 | -3 | 1 | 0 | 1 | 99 | 0 | -4 | 2
Cc1ccc(-c2nc(N)sc2CC(=O)OCC(=O)NCCC(C)C)cc1 | 3.3 | 1 | 3 | 2 | 7 | 97 | -13 | 4 | -4
C=CCn1c(SCC(=O)NC(=O)NCc2ccco2)nc2sc(CC)cc2c1=O | 2.4 | 1 | 28* | 28 | 3 | 101 | 10 | 3 | 7
CCOc1ccccc1C(=O)Nc1cc(Cl)ccc1O | 7.2 | 1 | -9 | -1 | 2 | 99 | 2 | -4 | 2
CC(=O)Nc1ccc(NC(=O)CS(=O)(=O)c2cn(CC(=O)N3CCCCC3)c3ccccc23)cc1 | 0.1 | -4 | -2 | 9 | 1 | 110 | -8 | -8 | 1
CC(O)CNc1nc2c(c(=O)n(C)c(=O)n2C)n1Cc1cccc(C(F)(F)F)c1 (configuration not stated) | -1.0 | 1 | -3 | -3 | 0 | 111 | 3 | 1 | 1
Cc1nn(CC2CC2)c(=O)n1N(C)c1ncc(C(F)(F)F)cc1Cl | 2.4 | 4 | 14 | -5 | -2 | 91 | -2 | 6 | -1
COCCNC(=S)NNc1ccccc1[N+](=O)[O-] | -0.2 | 4 | 8 | 21 | -7 | 99 | 3 | 20 | -2
COc1ccc(N=Cc2c(O)c3ccccc3n2C(C)=O)cc1 | 0.5 | -1 | 9 | -13 | 122* | 96 | 11 | 0 | -1
CSCC[C@H](NC(=O)[C@@H]1Cc2ccccc2CN1)C(=O)Nc1ccc2c(c1)OCCO2 | 0.4 | -2 | -8 | 2 | 1 | 108 | 8 | 9 | -1
CCS(=O)(=O)N1CCCC(C(=O)NCc2ccccc2Cl)C1 (configuration not stated) | 0.6 | -1 | 8 | -2 | -1 | 101 | -4 | 1 | -2
Cc1cnc(C(=O)OCC(=O)NC2CCCC(C)C2C)cn1 (configuration not stated) | 0.7 | 0 | 12 | -1 | -1 | 105 | 20 | 10 | 2
O=C(Nc1nccs1)c1ccc(COc2ccccc2Cl)o1 | 3.1 | -3 | 2 | -3 | 0 | 92 | -14 | 0 | 6
Cc1ccccc1CN(CC1CCC(C(=O)O)CC1)C(=S)Nc1ccccc1F (configuration not stated) | -1.0 | 0 | 5 | 0 | 5 | 81 | -5 | -3 | -2
Cc1cccn2c(=O)c(C=O)c(N3CCN(C)CC3)nc12 | -0.7 | 2 | -7 | 4 | -4 | 94 | 6 | 8 | -4
CC(=O)c1ccccc1NC(=O)C1CC(=O)N(c2ccc3c(c2)OCCO3)C1 (configuration not stated) | -0.4 | x | x | x | x | 99 | -15 | x | -3
Cc1nnc(SCC(=O)Nc2cccc(Br)c2)s1 | -1.2 | x | x | x | x | 91 | -7 | -2 | -4
O=C(COc1cc(F)ccc1[N+](=O)[O-])Nc1ccc(N2CCCCC2)cc1 | 0.5 | 7 | -14 | 2 | -1 | 94 | -5 | -10 | 1
COCCN1C(=O)N(c2cccc(OC)c2)C(=O)C1CC(=O)Nc1ccc(OC)cc1 (configuration not stated) | 4.5 | 4 | -5 | 1 | -1 | 101 | -2 | 4 | 0
O=C(CCN1C(=O)c2cccc3cccc(c23)C1=O)Nc1ccccc1 | -1.0 | -2 | 5 | -2 | 3 | 114 | -5 | 1 | -3
COc1ccccc1N(CC(=O)Nc1cc(C)on1)S(=O)(=O)c1cccc(C(F)(F)F)c1 | 2.2 | x | x | x | x | 103 | -1 | 14 | 1
Cc1cc(=O)oc2cc(OCC(=O)NCCCN3CCOCC3)c(Cl)cc12 | 0.1 | -3 | 1 | 4 | -2 | 120 | 10 | 10 | -2

Full records, quoted from the list.
Cc1cccn2c(=O)c(C=O)c(N3CCN(C)CC3)nc12 across the screens: PP5 primary: -0.7; CTSL1 counter: 2; EBNA-1 inhibitor: -7; core dimer inh: 4; TPT1 inh: -4; Yeast superoxide: 94; ZTA counter: 6; JMJD2C inh: 8; PP1 counter: -4
Cc1cc(=O)oc2cc(OCC(=O)NCCCN3CCOCC3)c(Cl)cc12 across the screens: PP5 primary: 0.1; CTSL1 counter: -3; EBNA-1 inhibitor: 1; core dimer inh: 4; TPT1 inh: -2; Yeast superoxide: 120; ZTA counter: 10; JMJD2C inh: 10; PP1 counter: -2

(continued)
mol | PP5 primary | CTSL1 counter | EBNA-1 inhibitor | core dimer inh | TPT1 inh | Yeast superoxide | ZTA counter | JMJD2C inh | PP1 counter
O=[N+]([O-])c1ccccc1SNc1ccc(Br)cn1 | 1.1 | -3 | -8 | 9 | -1 | 121 | -20 | -1 | -5
O=C(NCc1ccco1)c1ccc2c(=O)n(-c3ccccc3)c(=O)n(Cc3cccc(F)c3)c2c1 | -0.1 | 4 | 11 | 3 | -2 | 100 | 8 | 39 | -4
CCOC(=O)C1CCN(c2nc3ccccc3nc2C(C#N)C(=O)OC(C)COC)CC1 (configuration not stated) | 2.5 | -1 | -3 | -1 | 12 | 103 | -15 | -2 | 0
CCOC(=O)C1(CC2CC2)CCN(S(=O)(=O)/C=C/c2ccccc2)CC1 | -0.2 | 3 | -7 | 1 | 2 | 100 | 5 | -12 | 6
COc1cccc(Nc2nc3cc(OC)ccc3cc2C#N)c1 | -8.6 | 8 | 8 | 3 | -2 | 112 | -25 | 1 | 1
CC(C)(C)c1ccc(C(=O)N2CCC(C(=O)N3CCCCC3)CC2)cc1 | 0.0 | 2 | -1 | 6 | 0 | 92 | 11 | 12 | -3
Cc1cccc(NC(=S)NCCc2ccccc2)n1 | 1.6 | 0 | -2 | 2 | -1 | 105 | -10 | 7 | -1
Cc1ccc(-n2ncc(C(=O)Nc3cc(Cl)ccc3Cl)c2C2CCNCC2)cc1 | 1.9 | 1 | -1 | -6 | -2 | 95 | -11 | -10 | 1
COc1ccc(S(=O)(=O)N2CCCC(C(=O)Nc3cccnc3)C2)cc1Cl (configuration not stated) | 3.4 | -1 | -3 | 1 | 1 | 108 | 7 | 20 | -1
Cc1cc(N/C=C(\C#N)S(=O)(=O)c2ccccc2Cl)nc(C)n1 | -0.6 | -2 | -6 | -3 | 3 | 102 | 15 | -6 | -1
Cc1ccc(-c2nn(-c3ccccc3)cc2C(=O)NCC(c2cccs2)N2CCOCC2)cc1 (configuration not stated) | 2.9 | -1 | -9 | 7 | 2 | 110 | -10 | -4 | -2
COc1ccc(-n2nnnc2SC(C)C(N)=O)cc1 (configuration not stated) | -1.5 | 4 | -14 | -11 | 4 | 82 | 0 | 3 | -2
CCCCc1nnc(NC(=O)C2CCN(c3ncnc4sc(C)c(C)c34)CC2)s1 | 1.5 | -1 | 5 | 2 | -1 | 126 | -19 | -3 | -3
CCOC(=O)c1[nH]c2ccc(C)cc2c1N=CN(CC)CC | 2.8 | 2 | 1 | -4 | -6 | 98 | 4 | 3 | 3
CCNC(=O)C(CCSC)NS(=O)(=O)c1ccc(C)cc1 (configuration not stated) | 0.0 | 2 | 1 | -5 | -3 | 93 | 3 | -4 | -3
CS(=O)(=O)N(CC(=O)Nc1ccccc1F)C1CCCCC1 | 1.2 | 4 | -3 | -10 | 2 | 107 | 2 | 19 | -6
C=CCOC(=O)c1[nH]c2c(c1C)C(=O)CC(c1ccco1)C2 (configuration not stated) | 3.4 | -3 | -12 | 28 | 2 | 101 | 19 | 4 | -1
Cc1ccc(Cn2c(SCC(=O)N(C)C3CCS(=O)(=O)C3)nc3ccccc3c2=O)cc1 (configuration not stated) | 1.4 | -22 | -1 | 1 | -6 | 94 | -6 | 8 | -4
O=C1OC(c2ccc(Br)cc2)=N/C1=C\c1ccco1 | 2.3 | 1 | -7 | -2 | 0 | 92 | 1 | -5 | 0
CCCC(=O)Nc1ccc(NC(=O)c2cccc(OC)c2)cn1 | 7.1 | -4 | -13 | -2 | -2 | 99 | -21 | -5 | 1
O=C(COC(=O)c1c[nH]c(=O)[nH]c1=O)Nc1cccc([N+](=O)[O-])c1 | -1.9 | x | x | x | x | 103 | 3 | 13 | -2
CN(C)/C=N/c1nc2ccc3c(c2s1)CCCC3 | 1.5 | -4 | 3 | 2 | 0 | 108 | 10 | -24 | -4
COc1ccc(NC(=O)CSc2n[nH]c(=O)n2C2CC2)cc1OC | -1.2 | x | x | x | x | 88 | 17 | -2 | -1
N=c1c(C(=O)NCc2ccco2)cc2c(=O)n3ccccc3nc2n1CC1CCCO1 (configuration not stated) | 1.3 | 1 | -5 | 17 | -2 | 110 | 4 | 15 | 2
NC(=O)C1CCN(c2nc(-c3ccccc3)nc3ccccc23)CC1 | 1.7 | -1 | 4 | -11 | -6 | 121 | -7 | 7 | 4
O=C(CN1CCCC1)Nc1ccc(NC(=O)Nc2ccccc2)cc1 | 0.3 | 0 | -1 | 1 | 0 | 93 | 13 | -3 | 5
Cc1cccc(NC(=O)C2c3ccccc3C(=O)N3CCc4ccccc4C23)n1 (configuration not stated) | -0.1 | -2 | 8 | -3 | -4 | 90 | 6 | -4 | -1
COc1c(O)cccc1-c1nnn(CCC(=O)OCC(=O)c2ccccc2)n1 | 2.8 | 1 | 5 | 2 | -3 | 104 | -17 | u | 6
CC(C)(C)NC(=O)CSc1ncccc1-c1nc2ccccc2[nH]1 | 0.0 | -1 | -2 | 2 | 3 | 103 | 20 | 6 | -4
CCc1nnc(NC(=O)CSc2nc(C)nc3c2c(=O)n(C)c(=O)n3C)s1 | 1.0 | 2 | 1 | 5 | 1 | 107 | 9 | -8 | -3
COc1ccc(-c2ccc(SCC(=O)NC3CCCC3)nn2)cc1OC | 1.5 | 2 | -3 | -11 | 3 | 106 | 29 | -10 | -2
CNS(=O)(=O)c1cn(CC(=O)NCc2ccccc2OC)cc1S(=O)(=O)NC | 1.6 | -2 | 8 | 1 | 0 | 105 | 8 | 2 | -7
Cc1cc(SCC(=O)c2cccs2)nc2c(C)cccc12 | 5.0 | -1 | -17 | 7 | 5 | 96 | 5 | -4 | -9
Cc1nnc(SCC(=O)NNC(=O)c2ccc(Cl)cc2)s1 | 1.5 | -7 | 6 | -15 | -2 | 97 | -10 | 3 | 4
